PKM2 activator – PKM2 (human) enzyme activation; P14618; purified PKM2, Kinase-Glo ATP luminescence, activation; response scale: 0% is enzyme alone, no compound; Potency, µM (titrated, usually from 57.5 µM), without a hit: top-dose activation, usual class: activators; 260,000 tested, 0.34% active; AID 1631; also: potency is read from the fitted curve at half-maximal effect; % is scaled to controls: 0 for no effect and ±100 for the full control effect; nearly all actives have a fitted effect of over 55% in size
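hPK-M2, >95% pure; 0.1 mM ADP / 0.5 mM PEP final; imidazole pH7.2 buffer w/ 7 mM MgCl2, 50 mM KCl; 1 h RT; Kinase-Glo lum. Intermediate enzyme activity for dual inhibitor/activator qHTS.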
Mito fusion act – blocks mitochondrial division or promotes mitochondrial fusion; S. cerevisiae fusion-defective mutant growth rescue, CellTiterGlo 48 h; Potency, µM (top dose mostly 46.1 µM), for inactives: top-dose growth rescue (activation), usual class: activators; 320,000 tested, 0.23% active;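 also: potency is read from the fitted curve at half-maximal effect; % of control where 0% means no effect; nearly all actives have a fitted effect of over 45% in size; temperature-sensitive fusion mutants such as fzo1-1 at 37 °C on non-fermentable ethanol glycerol medium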
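Temperature-sensitive fusion-defective S. cerevisiae (e.g. fzo1-1, mgm1-5) were grown with compound in YPEG medium (3% ethanol, 3% glycerol) for 48 hours at 37C. Growth rescue was measured as viability by CellTiterGlo luminescence after 10 minutes at ambient.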
FLuc counter – firefly luciferase modulation, counter-screen for miR-21 project. purified FLuc, Km substrates, luminescence inhibition. Potency, µM (highest dose often 57.5 µM), for the others: top-dose activity change, negative = inhibition, usual class: inhibitors. 360,000 tested, 6.9% active;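 also: potency is read from the fitted curve at half-maximal effect; plate controls were vehicle for no effect and reference inhibitor for full effect; nearly all actives have a fitted effect of over 55% in size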
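Purified P. pyralis luciferase (10nM final) with 10uM D-luciferin and 10uM ATP (Km levels) in 50mM Tris acetate pH 7.5, 10mM Mg acetate, 0.01% Tween-20, 0.05% BSA; qHTS 6-point titration, ~60 µM downward; luminescence read.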
RORg inh – inhibitors of mouse ROR gamma transcriptional activity. P51450. Drosophila S2 Gal4-RORgamma UAS-luciferase reporter, 20 h. Potency, µM (highest dose often 53.6 µM), without a hit: top-dose activity change, negative = inhibition, most hits filed as inhibitors. 310,000 tested, 5.4% active; also: potency is read from the fitted curve at half-maximal effect; % is scaled to controls: 0 for no effect and ±100 for the full control effect; nearly all actives have a fitted effect of over 60% in size
Target sequence (P51450 whole entry, looked up, the tested form may be a part): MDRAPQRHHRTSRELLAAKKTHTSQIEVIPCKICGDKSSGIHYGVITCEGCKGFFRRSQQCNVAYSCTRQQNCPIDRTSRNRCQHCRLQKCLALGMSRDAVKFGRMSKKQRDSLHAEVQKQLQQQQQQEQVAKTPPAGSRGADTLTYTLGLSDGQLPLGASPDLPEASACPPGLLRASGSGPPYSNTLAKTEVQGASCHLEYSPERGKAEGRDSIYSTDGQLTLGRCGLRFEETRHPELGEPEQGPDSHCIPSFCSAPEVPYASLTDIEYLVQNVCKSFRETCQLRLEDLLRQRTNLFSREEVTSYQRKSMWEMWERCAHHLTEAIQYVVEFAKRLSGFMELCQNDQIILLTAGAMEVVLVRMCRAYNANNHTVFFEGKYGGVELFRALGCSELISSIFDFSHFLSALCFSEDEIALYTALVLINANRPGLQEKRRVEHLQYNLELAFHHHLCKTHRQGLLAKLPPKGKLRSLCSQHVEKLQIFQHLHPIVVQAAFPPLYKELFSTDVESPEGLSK
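Luciferase reporter read in Schneider cells carrying Gal4-RORγ (mouse) and UAS-Photinus luciferase; cells given compound 1 h before 700 uM copper sulfate induction, then incubated 20 h at ambient temperature.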
KCNH2 3.1 inh – KCNH2 3.1 (human) potassium channel inhibition; U2OS KCNH2 3.1, thallium flux FluxOr; stronger effect = lower value; activity change, % (tested at about 1.8 µM); 340,000 tested, 0.95% active; AID 720553;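 active = maximum activity change below -70%; inconclusive = maximum activity change from -70% to -50%; inactive = maximum activity change above -50%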;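 also: thallium influx rate constant from kinetic fluorescence after stimulation buffer; % is scaled to controls: 0 for no effect and ±100 for the full control effect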
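Thallium flux read-out: FluxOr dye with Red40 quencher in HBSS/HEPES, 45 min at RT. Rate constants from kinetic reads were normalized to positive and negative DMSO controls. Cells: U2OS virally expressing the 3.1 isoform.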
NPC1 prom act – NPC1 promoter activation. Huh7 NPC1 promoter luciferase reporter, 24 h. Potency, µM (series often up to 9.22 µM), for inactives: at the top dose activation, hits mostly activators. 320,000 tested, 2.4% active. AID 485313;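 also: potency is read from the fitted curve at half-maximal effect; % of control where 0% means no effect; nearly all actives have a fitted effect of over 60% in size; reporter is driven by a mutant NPC1 promoter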
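Compounds in DMSO were transferred onto Huh7 NPC1-luciferase reporter cells pre-incubated 2 h; after 24 h at 37 °C, Amplite reagent was dispensed and luminescence recorded 10 min later.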
Menin-MLL TR inh – displaces Texas Red mutant MLL peptide from human menin. Menin + Texas Red MLL mutant peptide, fluorescence polarization. O00255. 270,000 tested, 0.23% active. Potency, µM (titrated, usually from 61.6 µM), without a hit: top-dose FP activity change, negative = inhibition, hits mostly inhibitors; active = well fitted inhibition curve with a large enough effect in the polarisation, with a control signal flat, not every such curve was filed as active; inconclusive = small, poorly fitted or top-dose-only effect, or effect the other way, or a change in a side signal; inactive = no such curve, though single readings can be large or run the other way; the % refers to the polarisation; also: potency is read from the fitted curve at half-maximal effect; % of control where 0% means no effect; many of its hits are not listed in these tables
Target sequence (O00255 whole entry, looked up): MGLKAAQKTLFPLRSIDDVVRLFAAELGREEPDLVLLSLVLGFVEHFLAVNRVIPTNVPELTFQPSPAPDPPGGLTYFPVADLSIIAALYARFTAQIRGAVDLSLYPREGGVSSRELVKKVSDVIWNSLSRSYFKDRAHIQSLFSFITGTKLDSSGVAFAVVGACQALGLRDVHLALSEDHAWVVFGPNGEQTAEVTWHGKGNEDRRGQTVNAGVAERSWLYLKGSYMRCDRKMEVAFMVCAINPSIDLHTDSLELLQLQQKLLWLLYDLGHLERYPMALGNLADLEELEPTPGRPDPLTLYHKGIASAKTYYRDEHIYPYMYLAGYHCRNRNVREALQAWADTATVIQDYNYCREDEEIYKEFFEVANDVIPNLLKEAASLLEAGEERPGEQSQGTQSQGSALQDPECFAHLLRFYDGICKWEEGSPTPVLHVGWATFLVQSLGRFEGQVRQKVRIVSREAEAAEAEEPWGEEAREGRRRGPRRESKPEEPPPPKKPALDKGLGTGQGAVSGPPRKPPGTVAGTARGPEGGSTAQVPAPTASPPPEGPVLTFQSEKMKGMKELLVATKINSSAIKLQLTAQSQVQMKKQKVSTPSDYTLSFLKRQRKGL
Rab9 promoter act – Rab9 promoter activation; Potency, µM (titrated, usually from 9.22 µM), for inactives: at the top dose activation, negative = inhibition, hits mostly activators; 320,000 tested, 2.8% active; AID 485297; Huh7 Rab9 promoter-luciferase reporter, luminescence, 24 h; also: potency is read from the fitted curve at half-maximal effect; % of control where 0% means no effect; nearly all actives have a fitted effect of over 60% in size
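Rab9 promoter-driven luciferase in stably transfected Huh7 cells; 1500 cells/well rested 2 h, exposed to compound in DMSO for 24 h at 37 °C, 5% CO2. Luminescence read 10 min after adding luciferase reagent at ambient temperature.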
MBNL1 CUG block – MBNL1-poly(CUG) RNA binding inhibition | Q9NR56 | TR-FRET MBNL1-His/biotin-(CUG)12 binding, 665/545 ratio | Potency, µM (series often up to 57.5 µM), for inactives: at the highest dose activity change, negative = inhibition, most hits filed as inhibitors | 280,000 tested, 0.036% active | AID 2675; active = well fitted inhibition curve with a large enough effect in the signal ratio, with a control signal flat, not every such curve was filed as active; inconclusive = small, poorly fitted or top-dose-only effect, or effect the other way, or a change in a side signal; inactive = no such curve, though single readings can be large or run the other way; the % refers to the signal ratio; also: potency is read from the fitted curve at half-maximal effect; % is scaled to controls: 0 for no effect and ±100 for the full control effect
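Compound titration spanned 92 nM–58 uM against the MBNL1-His/biotin-(CUG)12 complex. After 60 min at room temperature with 5 nM streptavidin-XL665 and 0.055 ng/ul terbium anti-His, ratiometric 665/545 nm emission (Ex 340 nm) normalized to controls.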
Gal4-VP16 FLuc – counter-screen for ROR gamma inhibitors: Gal4-VP16 reporter | Drosophila S2 Gal4-VP16 UAS-luciferase, luminescence, 20 h | Potency, µM (titrated, usually from 53.6 µM), without a hit: top-dose activity, negative = inhibition, hits mostly inhibitors | 310,000 tested, 3.5% active;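 also: Gal4-VP16 expression switched on by copper sulfate through the metallothionein promoter; potency is read from the fitted curve at half-maximal effect; % is scaled to controls: 0 for no effect and ±100 for the full control effect; nearly all actives have a fitted effect of over 50% in size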
ELG1 DNA repair – ELG1-dependent DNA repair inhibition; Potency, µM (top dose mostly 46.1 µM), inactives show at the top dose activity change, negative = inhibition, actives largely listed as inhibitors; HEK293T ELG1-luciferase reporter, luminescence, 16 h; DNA damage induced by 5-fluorouridine; 330,000 tested, 2.3% active; also: potency is read from the fitted curve at half-maximal effect; % is scaled to controls: 0 for no effect and ±100 for the full control effect; nearly all actives have a fitted effect of over 55% in size
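Overnight (16 hr) co-exposure of 2,000 cells/well to 5-fluorouridine and compound at 37 °C preceded detection. Luciferase was quantified via ONE-Glo luminescence; loss of signal denotes inhibition.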
* marks the source's active call; other numbers are inactive results; & = joins results of further samples. Unless noted, calls follow the shape of the dose curve; as a rule, active = well fitted curve in the direction sought with a large enough effect; inconclusive = small, poorly fitted or top-dose-only effect, or another doubt; inactive = no such curve, though single readings can be large; an effect the other way counts as inactive or inconclusive. A portion of the library; the hit share may differ from the screen's.

How did O=S(=O)(Nc1ccccc1N1CCCCC1)c1ccc(Cl)s1 do in these assays?
PKM2 activator: -7%; Mito fusion act: 2%; FLuc counter: 1%; RORg inh: -8%; KCNH2 3.1 inh: 4; NPC1 prom act: 1%; Menin-MLL TR inh: 8%; Rab9 promoter act: -5%; MBNL1 CUG block: -3%; Gal4-VP16 FLuc: -14%; ELG1 DNA repair: 1%

Results for COCCC(=O)Nc1ccc2c(c1)CN(C(=O)CSC)CC2 ?
PKM2 activator: 2%; Mito fusion act: 3%; FLuc counter: 5%; RORg inh: -33%; KCNH2 3.1 inh: -4; NPC1 prom act: -2%; Rab9 promoter act: 1%; MBNL1 CUG block: 0%; Gal4-VP16 FLuc: 0%; ELG1 DNA repair: inconclusive

Results for O=C(O)CSc1nc2ccccc2s1 ?
PKM2 activator: -5%&-8%; Mito fusion act: 5%&5%; FLuc counter: -16%&-14%; RORg inh: -12%&15%; KCNH2 3.1 inh: 4; NPC1 prom act: -2%&0%; Rab9 promoter act: 0%&-3%; Gal4-VP16 FLuc: -15%&0%; ELG1 DNA repair: 6%&1%

How did COc1ccccc1C(=O)NCCC(=O)NCCC12CC3CC(CC(C3)C1)C2 do in these assays?
PKM2 activator: 2%; Mito fusion act: 0%; FLuc counter: -1%; RORg inh: 4%; KCNH2 3.1 inh: -3; NPC1 prom act: -7%; Rab9 promoter act: 1%; MBNL1 CUG block: -5%; Gal4-VP16 FLuc: 0%; ELG1 DNA repair: 13%

Results for COC(=O)C1CCCCN1C(=O)c1cccc(OC2CCN(C(=O)C3CC3)CC2)c1 (stereo not given) ?
PKM2 activator: -1%; Mito fusion act: 2%; FLuc counter: 4%; RORg inh: 6%; KCNH2 3.1 inh: -3; NPC1 prom act: -4%; Menin-MLL TR inh: -1%; Rab9 promoter act: 0%; MBNL1 CUG block: -5%; Gal4-VP16 FLuc: -3%; ELG1 DNA repair: -6%

Results for Cc1ccc(S(=O)(=O)NC(=O)Nc2nccs2)cc1 ?
PKM2 activator: -5%; Mito fusion act: 4%; FLuc counter: -2%; RORg inh: -1%; KCNH2 3.1 inh: 10; NPC1 prom act: 4%; Menin-MLL TR inh: -1%; Rab9 promoter act: -7%; MBNL1 CUG block: 1%; Gal4-VP16 FLuc: 4%; ELG1 DNA repair: inconclusive

What do the screens show for `CCOC(=O)C1=C(C)Nc2nc(C)nn2C1c1ccc(C)cc1` (stereo not given)?
PKM2 activator: 1%; Mito fusion act: -1%; FLuc counter: 6%; RORg inh: -30%; KCNH2 3.1 inh: 5; NPC1 prom act: -3%; Menin-MLL TR inh: -6%; Rab9 promoter act: -1%; MBNL1 CUG block: -1%; Gal4-VP16 FLuc: 12%; ELG1 DNA repair: inconclusive

What do the screens show for `CCOc1ccccc1NC1=C(Cl)C(=O)N(Cc2ccccc2)C1=O`?
PKM2 activator: 2%; Mito fusion act: -1%; FLuc counter: -1%; RORg inh: -10%; KCNH2 3.1 inh: 9; NPC1 prom act: 1%; Rab9 promoter act: 1%; MBNL1 CUG block: 0%; Gal4-VP16 FLuc: 14%; ELG1 DNA repair: -6%

How did CCOc1cc(/C=N/NC(=O)c2nn(C)cc2Br)ccc1OCc1ccccc1 do in these assays?
PKM2 activator: -3%; Mito fusion act: 6%; FLuc counter: inconclusive; RORg inh: 38%; KCNH2 3.1 inh: 3; NPC1 prom act: -1%; Menin-MLL TR inh: 29%; Rab9 promoter act: -3%; MBNL1 CUG block: -4%; Gal4-VP16 FLuc: -18%; ELG1 DNA repair: 18µM*

How did O=S(=O)(c1ccccc1)N(F)S(=O)(=O)c1ccccc1 do in these assays?
Mito fusion act: -1%; KCNH2 3.1 inh: 0; NPC1 prom act: -12%; Rab9 promoter act: 0%; ELG1 DNA repair: 1%

Results for Nc1nc(SCC(=O)NCc2ccccc2Cl)[nH]c(=O)c1NC(=O)c1ccccc1F ?
PKM2 activator: -1%; Mito fusion act: -6%; FLuc counter: 0%; RORg inh: -4%; KCNH2 3.1 inh: 6; NPC1 prom act: -3%; Menin-MLL TR inh: -2%; Rab9 promoter act: -7%; MBNL1 CUG block: 3%; Gal4-VP16 FLuc: -9%; ELG1 DNA repair: 9%

What do the screens show for `Cc1oc2cc3oc(=O)c(CCC(=O)NCCN4CCOCC4)c(C)c3cc2c1C`?
PKM2 activator: -5%; Mito fusion act: 1%; FLuc counter: -12%; RORg inh: -4%; KCNH2 3.1 inh: -2; NPC1 prom act: 13%; Menin-MLL TR inh: 0%; Rab9 promoter act: 8%; MBNL1 CUG block: -7%; Gal4-VP16 FLuc: -4%; ELG1 DNA repair: inconclusive

What do the screens show for `O=C(c1cccc(S(=O)(=O)N2CCOCC2)c1)N1CCN(Cc2ccc3c(c2)OCO3)CC1`?
PKM2 activator: 3%; Mito fusion act: 20%; FLuc counter: 3%; RORg inh: 6%; KCNH2 3.1 inh: -2; NPC1 prom act: -10%; Menin-MLL TR inh: -8%; Rab9 promoter act: 2%; MBNL1 CUG block: -3%; Gal4-VP16 FLuc: 5%; ELG1 DNA repair: -9%

How did N#CCn1cnc2sc(-c3ccccc3)cc2c1=O do in these assays?
PKM2 activator: inconclusive; Mito fusion act: 4%; FLuc counter: -16%; RORg inh: 15%; KCNH2 3.1 inh: 0; NPC1 prom act: 14%; Menin-MLL TR inh: inconclusive; Rab9 promoter act: 27%; MBNL1 CUG block: inconclusive; Gal4-VP16 FLuc: 20%; ELG1 DNA repair: inconclusive

How did CCS(=O)(=O)c1nc(S(=O)(=O)c2ccc(C)cc2)c(N2CCC3(CC2)OCCO3)s1 do in these assays?
Mito fusion act: -2%; FLuc counter: 2%; RORg inh: -3%; KCNH2 3.1 inh: 12; NPC1 prom act: 2%; Rab9 promoter act: 0%; MBNL1 CUG block: -2%; Gal4-VP16 FLuc: 9%; ELG1 DNA repair: 0%

Results for CN(CC(=O)NCc1ccc2c(c1)OCO2)S(=O)(=O)c1ccc(F)cc1 ?
Mito fusion act: -6%; FLuc counter: -1%; RORg inh: -8%; KCNH2 3.1 inh: 7; NPC1 prom act: 2%; Menin-MLL TR inh: 2%; Rab9 promoter act: 2%; MBNL1 CUG block: -1%; Gal4-VP16 FLuc: 5%; ELG1 DNA repair: -5%

How did CCc1nc(Nc2ccc3c(c2)OCO3)c2oc3ccccc3c2n1 do in these assays?
PKM2 activator: 3%; Mito fusion act: 0%; FLuc counter: inconclusive; RORg inh: -1%; KCNH2 3.1 inh: -18; NPC1 prom act: 0%; Menin-MLL TR inh: inconclusive; Rab9 promoter act: -4%; MBNL1 CUG block: -6%; Gal4-VP16 FLuc: -4%; ELG1 DNA repair: inconclusive

How did CC(OC(=O)c1cc2sccc2n1C)C(=O)NCc1ccco1 (stereo not given) do in these assays?
PKM2 activator: 7%; Mito fusion act: -1%; FLuc counter: 2%; RORg inh: 1%; KCNH2 3.1 inh: 4; NPC1 prom act: 3%; Menin-MLL TR inh: 12%; Rab9 promoter act: -1%; MBNL1 CUG block: -8%; Gal4-VP16 FLuc: -3%; ELG1 DNA repair: -24%

Results for OC[C@H]1O[C@@H](n2cnc3c(Nc4ccccc4)ncnc32)[C@H](O)[C@@H]1O ?
PKM2 activator: -1%; Mito fusion act: 1%&-3%; FLuc counter: inconclusive; RORg inh: 37%; KCNH2 3.1 inh: -1; NPC1 prom act: inconclusive; Menin-MLL TR inh: 10%; Rab9 promoter act: inconclusive; MBNL1 CUG block: 5%; Gal4-VP16 FLuc: 10%; ELG1 DNA repair: inconclusive

Results for O=C(NC(=S)N1CCOCC1)c1cn(-c2ccccc2)nc1-c1ccccc1 ?
Mito fusion act: 15%; FLuc counter: 17µM*; KCNH2 3.1 inh: -7; NPC1 prom act: 0%; Rab9 promoter act: 1%; ELG1 DNA repair: 18µM*

Results for O=C(CCc1ccccc1)NNC(=O)COc1ccc([N+](=O)[O-])cc1 ?
PKM2 activator: -2%; Mito fusion act: -2%; FLuc counter: -2%; RORg inh: 2%; KCNH2 3.1 inh: 8; NPC1 prom act: 2%; Rab9 promoter act: 7%; MBNL1 CUG block: inconclusive; Gal4-VP16 FLuc: 1%; ELG1 DNA repair: -2%

How did CN(C)Cc1c(C(=O)N/N=C/c2cccnc2)nnn1-c1nonc1N do in these assays?
Mito fusion act: 3%; FLuc counter: -1%; RORg inh: -3%; KCNH2 3.1 inh: 19; NPC1 prom act: -7%; Rab9 promoter act: -2%; MBNL1 CUG block: inconclusive; Gal4-VP16 FLuc: -2%; ELG1 DNA repair: 17%

High-throughput results deposited in PubChem by National Center for Advancing Translational Sciences (NCATS).
